TROY signal inh – TROY signaling inhibition; Q293 LMP1-TROYcd NF-kB luciferase reporter, 4 h; inhibition, % at 10 µM; 360,000 tested, 0.98% active;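 active means compounds whose plate-normalised and pattern-corrected inhibition of the luciferase reporter signal at the single screening dose is 50% or more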
TRAIL sens C8 – sensitizes caspase-8 expressing cells to TRAIL. NB7+C8 cells + TRAIL, ATPlite viability luminescence. inhibition (viability loss, TRAIL sensitization), % at 10 µM. 360,000 tested, 1% active;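 active means compounds causing at least 50% loss of cell viability in the single-dose screen, relative to plate controls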
TWEAK-Fn14 inh – inhibitors of TWEAK-Fn14 interaction signaling | TWEAK-stimulated Fn14 reporter cells, luciferase luminescence, 8 h | inhibition, % at 10 µM | 360,000 tested, 2% active; in the data active means inhibition above about 50%
NR2E3 ag-1 – NR2E3 (human) agonism; AID 2300; inhibition of corepressor binding, % at 4.78 µM; Q9Y5X4; GST-NR2E3/biotin-RetCOR TR-FRET, 1536-well; 320,000 tested, 0.12% active;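 active means percent inhibition above the cutoff of mean plus 3 SD of all tested compounds, set per screening campaign, cut at about 20% in these data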;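 further: 0% = DMSO wells and 100% = biotin wells as full block of FRET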
Target sequence (Q9Y5X4 whole entry, looked up): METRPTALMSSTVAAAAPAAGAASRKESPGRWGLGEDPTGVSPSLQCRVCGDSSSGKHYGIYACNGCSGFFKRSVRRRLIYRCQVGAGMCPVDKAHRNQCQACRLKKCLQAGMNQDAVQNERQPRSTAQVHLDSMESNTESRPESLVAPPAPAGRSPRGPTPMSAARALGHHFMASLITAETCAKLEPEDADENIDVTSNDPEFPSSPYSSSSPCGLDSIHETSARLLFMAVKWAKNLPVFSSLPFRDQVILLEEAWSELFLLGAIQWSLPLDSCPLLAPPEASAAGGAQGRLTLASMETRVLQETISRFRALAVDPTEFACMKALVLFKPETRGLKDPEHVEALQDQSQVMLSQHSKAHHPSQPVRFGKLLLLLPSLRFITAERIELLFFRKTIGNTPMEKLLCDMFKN
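Material: NR2E3–RetCOR corepressor complex / Amount: 1.35 nM GST-NR2E3 / Medium: Tris pH 7.5 / Compound: single nominal compound dose of 4.8 µM / Incubation: 5 h at 4 °C / Technique: TR-FRET, Eu(K)-anti-GST donor, streptavidin-D2 acceptor, ex 340, em 617/671 nm / Read-out basis: percent loss of FRET ratio relative to control wells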
TRPM1 prom inh – MITF TRPM1 promoter inhibition in SK-MEL-5 cells; SK-MEL-5 TRPM1 promoter luciferase, 24 h; AID 488899; inhibition, % at 12.5 µM; 330,000 tested, 0.83% active;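 active means mean inhibition across replicates of 60% or more, whatever share of single replicates reaches that level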; further: values of inactives mirror those of a sister screen read the other way
Shn3 inh set2 – inhibitors of Schnurri-3 3'UTR reporter in osteoblasts; Clone20 osteoblast Shn3 3'UTR firefly luciferase, 24 h; 360,000 tested, 0.52% active; inhibition, % at 12.5 µM;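 active means mean inhibition of at least 75% with every replicate also reaching 75%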;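 further: 0% = median of neutral control wells and 100% = pilot-screen positive control compound; some compounds past the cut are filed as inactive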
CF NFkB inh – blocks PAF-induced NF-kB reporter in cystic fibrosis cells; 360,000 tested, 0.86% active; KKLEB NF-kB-GFP reporter, GFP fluorescence overnight; AID 588850; inhibition, % at 5 µM;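 active means at least 50% inhibition at 5 µM, scaled per plate between neutral and stimulator controls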;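 further: PAF is a Pseudomonas aeruginosa culture filtrate used as stimulus; plate controls were PAF-stimulated DMSO wells for no effect and unstimulated DMSO wells for full effect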
NR2E3 ag-2 – activates human NR2E3 receptor | CHO-S Gal4-NCOR/VP16-NR2E3 two-hybrid, luciferase | inhibition of corepressor binding, % at 3.98 µM | Q9Y5X4 | 360,000 tested, 0.35% active | AID 602229;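 active means inhibition above the mean of all tested compounds plus 3 SD, cut at about 70% in these data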;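 further: 0% = DMSO with NR2E3 transfected cells and 100% = cells lacking NR2E3 construct; higher means lower luciferase signal from less NR2E3 corepressor binding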
HIF-2a block – blocks HIF-2a reporter activity; 360,000 tested, 0.72% active; 786-0 RCC cells HIF-2a reporter, luciferase luminescence, overnight; AID 624352; inhibition, % at 18.8 µM;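 active means inhibition of the luminescence signal of 40% or more relative to plate controls, in a single-dose primary screen at 18.75 µM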
Peg3 prom inh – inhibitors of Peg3 promoter; HeLa PEG-Prom luciferase reporter, luminescence, overnight; 360,000 tested, 1.7% active; inhibition, % at 20 µM;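 active means inhibition of at least 50% at 20 µM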
KKLEB tox – reduces viability of KKLEB cystic fibrosis airway cells; activity change (cytotoxicity), % at 5 µM; KKLEB CF airway cells viability, ATPlite luminescence, overnight; active compounds read low; cells stimulated with P. aeruginosa culture filtrate; 360,000 tested, 0.36% active;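 active means corrected activity change at or below -50% at 5 µM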
An asterisk follows results filed as active; · = no result given.

SMILES	TROY signal inh	TRAIL sens C8	TWEAK-Fn14 inh	NR2E3 ag-1	TRPM1 prom inh	Shn3 inh set2	CF NFkB inh	NR2E3 ag-2	HIF-2a block	Peg3 prom inh	KKLEB tox
S=C(Nc1ccc(Cl)cc1Cl)Nc1ccccc1Oc1ccccc1	1	-6	-4	4	-9	9	-15	11	-5	9	8
O=c1c2cc(N3CCOCC3)ccc2[nH]c(=S)n1CC1CCCO1 (stereo not given)	-24	11	-7	6	1	-11	-7	-32	-33	-20	1
CCC12CN3CCN(CC(C3)/C1=N\NC(=O)c1ccc(F)cc1)C2	-12	-6	15	-3	5	-13	2	-27	6	7	-3
CC(=O)O[C@H]1CSC[C@H]1NC(=O)c1ccccc1	15	-10	-11	1	-8	0	-4	-1	25	21	-4
CC(=O)Nc1nc2ccccc2n1Cc1ccccc1C	27	17	-63	-2	6	-19	-14	-15	-2	28	-3
Cc1c(C(=O)N2CCCCC2)nnn1-c1nonc1N	4	-12	30	0	-8	0	0	-20	6	-15	4
COc1cc2c(ccc3cc(OC)c(OC)c(O)c32)cc1O	19	28	40	8	52	19	40	-25	11	2	-25
CCOC(=O)C1=C(c2ccccc2)NC(=O)NC1c1ccsc1 (stereo not given)	9	-7	15	·	7	6	-10	5	28	7	4
Cc1ccc(OCC(=O)Nc2ccc3c(c2)nc(CCN2CCC(C)CC2)n3C)cc1	-23	-1	15	-4	-13	-25	7	18	9	9	10
CC1(C(=O)NC2CCCCCCC2)CCC(=O)N1Cc1cccs1 (stereo not given)	-2	-4	20	3	2	-4	-5	12	13	4	8
Cc1ccc(S(=O)(=O)Nc2cccc(C(=O)NCc3ccc(S(N)(=O)=O)cc3)c2)cc1	-11	0	12	0	5	1	-1	-15	15	18	-4
CN(C)c1ccc(/C=C/C(=O)c2c(O)c3ccccc3oc2=O)cc1	-88	6	-19	2	-23	3	-94	-14	-210	-199	-2
CC(=O)c1ccc(OCCCC(=O)Nc2ccc(C)c(S(=O)(=O)N3CCCCC3)c2)cc1	36	35	51*	·	23	66	0	25	11	11	13
Cc1c2cnn(CC(=O)N3CCOCC3)c(=O)c2c(C)n1Cc1ccc(F)cc1	6	-15	7	·	·	-4	6	-11	3	4	7
O=C(O)c1cccnc1SC1CC(=O)N(c2ccc(OC(F)F)cc2)C1=O (stereo not given)	-18	-4	-1	-4	4	-6	-4	-8	10	-6	0
CC(C)c1nnc(NC(=O)CN(C)S(=O)(=O)c2ccc3c(c2)OCCO3)s1	1	4	5	-1	13	10	-12	7	8	4	5
NC(=O)c1ncn([C@@H]2O[C@H](CNCc3cc(Cl)ccc3OCc3ccc(Cl)cc3)[C@@H](O)[C@H]2O)n1	-13	-6	-2	·	0	-8	-2	-2	-28	-20	-5
CCCCc1c(O)nc(SCC(=O)NC(C)(C)C)n(-c2ccccc2C)c1=O	3	3	-5	-4	0	-7	-8	-15	9	4	12
COc1cccc(C(=O)Nc2ccccc2OC(F)(F)F)c1	-8	-10	-2	-3	-8	-4	0	0	-14	-4	-11
C=CC(=O)OCCOCCOCCOCCOC(=O)C=C	-8	1	30	1	9	20	14	-1	-3	32	-13
CC(=O)c1ccc(NC(=O)NCc2ccc(F)cc2)cc1	-22	4	-8	-3	-7	-3	-13	-19	-32	-36	0
COc1ccc(NC(=O)c2nc(SC)ncc2Cl)cc1	-16	7	-29	-3	14	2	3	-6	10	6	10
O=C(O)c1ccc(NS(=O)(=O)c2cccc(C(=O)Nc3ccc(Br)cc3)c2)cc1	4	-21	13	0	11	-4	6	-18	19	-5	16
Cc1ccc(CSCc2nc3ccccc3[nH]2)cc1	-12	1	2	·	-3	-17	10	-6	-133	-45	17
CN(C)C(CNC(=O)/C=C/c1cccc(Cl)c1)c1ccccc1 (stereo not given)	-11	-21	-21	1	2	-18	7	22	-39	-26	-1

2 entries from above, with two lines to a compound.
Each structure is followed by: TROY signal inh, TRAIL sens C8, TWEAK-Fn14 inh, NR2E3 ag-1, TRPM1 prom inh, Shn3 inh set2, CF NFkB inh, NR2E3 ag-2, HIF-2a block, Peg3 prom inh, KKLEB tox
- CC(C)c1nnc(NC(=O)CN(C)S(=O)(=O)c2ccc3c(c2)OCCO3)s1
    1, 4, 5, -1, 13, 10, -12, 7, 8, 4, 5
- NC(=O)c1ncn([C@@H]2O[C@H](CNCc3cc(Cl)ccc3OCc3ccc(Cl)cc3)[C@@H](O)[C@H]2O)n1
    -13, -6, -2, ·, 0, -8, -2, -2, -28, -20, -5

Additional results follow:
SMILES	TROY signal inh	TRAIL sens C8	TWEAK-Fn14 inh	NR2E3 ag-1	TRPM1 prom inh	Shn3 inh set2	CF NFkB inh	NR2E3 ag-2	HIF-2a block	Peg3 prom inh	KKLEB tox
Cc1noc(C)c1C(=O)N1CCCc2ccccc21	-17	-5	4	-2	7	-8	8	-7	12	4	-1
Cc1ccsc1C(=O)N1CCC(N2CCC(C(=O)NCC3CCCO3)CC2)CC1 (stereo not given)	-7	-5	0	-2	-2	8	4	5	10	1	7
O=C1CC(=O)OC(c2ccc([N+](=O)[O-])cc2)O1	10	48	102*	·	·	98*	90*	10	86*	103*	-22
C=CCn1c(SCC(C)=O)nc2scc(-c3ccco3)c2c1=O	-5	-3	38	0	-7	-11	6	-20	8	11	-7
COc1ccc(C2CC(c3cccs3)=NN2C(=O)CSc2nnc(N)s2)cc1OC (stereo not given)	-28	-12	3	1	5	-22	6	6	6	-9	-2
COc1ccc(-c2nc(C#N)c(NCc3cccnc3)o2)cc1OC	-6	-15	-3	-3	-3	-3	-3	-1	-14	-15	-15
CCOc1cccc(-c2nc3cc(C)ccc3o2)c1	-13	14	12	5	-42	-69	-18	-103	-218	-297	13
O=C(O)COc1ccc(NC(=O)C(c2ccccc2)c2ccccc2)cc1	3	-11	-5	0	7	1	1	-8	23	5	-4
COc1ccc(NC(=O)CSc2nc(C)cc(C(F)(F)F)n2)cc1	-13	8	-8	-1	2	0	3	15	10	9	0
Cc1ccc2c(c1)c1c3n2CCCN(Cc2ccccc2)C3CCC1 (stereo not given)	15	17	24	-2	1	11	20	10	-15	15	16
Cc1c(NC(=O)C(C)Sc2nnc(-c3ccccc3)o2)c(=O)n(-c2ccccc2)n1C (stereo not given)	-10	-18	0	-1	-3	-4	6	-36	27	18	-1
Cc1cc(SCC(=O)OCC(=O)N2CCN(C(=O)c3ccco3)CC2)c(C)cc1Br	-8	-7	6	2	-6	-6	13	16	1	0	-15
C#CCOCCOCCOCCNc1nc(N2CCN(C(=O)[C@H](CCC(=O)O)n3cc(C(N)CC(C)C)nn3)CC2)nc(N2CCN(C(=O)[C@H](Cc3ccc(O)cc3)n3cc(C(N)CC(C)C)nn3)CC2)n1 (stereo not given in full)	10	-4	-4	0	-1	-9	-10	-4	7	-1	-1
COc1ccc(CCNC(=O)[C@@H](NC(=O)c2ccccc2F)C(C)C)cc1OC	-4	8	-3	1	14	18	6	14	13	10	-8
CC1(C)CCCC2=C1CC1C(=O)N(c3ccccc3)C(=O)C1C2 (stereo not given)	-25	-7	14	-1	-7	-8	-2	12	14	4	-9
Cc1ccccc1COC[C@H](CC(C)C)N1CCN(C(=O)c2cccc(C(F)(F)F)c2)CCC1=O	1	-1	5	1	2	-18	15	-8	19	21	-27
C=CCN1C(=O)C2(OCCO2)c2cc(C)ccc21	8	-9	-4	-3	0	8	-7	7	4	-8	10
CN(CC(=O)C(C(N)=O)c1ccccc1)c1ccccc1 (stereo not given)	-8	1	-4	·	·	3	-19	0	15	-10	8
Cc1nc(N/N=C/c2ccc(O)cc2O)cc(N2CCOCC2)n1	25	20	-8	0	-10	35	18	24	14	21	-12
COC(=O)[C@@]1(C)[C@H]2C(=O)N(C)C(=O)[C@H]2[C@H]2CN=C(SCc3ccc(Cl)cc3)N21	-5	0	16	·	-11	1	1	-3	-2	8	-1
CS(=O)(=O)Nc1cccc(C2=NN(C(=O)c3ccc(F)cc3)C(c3cccs3)C2)c1 (stereo not given)	32	9	20	0	-4	3	7	-9	16	32	-1
O=C(NCCN1CCOCC1)C(=O)NCC1CCCO1 (stereo not given)	5	-21	-9	-3	4	6	-7	1	7	13	8
Cc1cnc(N=Nc2ccccc2)[nH]1	-59	13	0	·	-34	-51	22	-22	-131	-193	-13
Nc1nc(SCC(=O)Nc2ccccc2C(F)(F)F)[nH]c(=O)c1-c1ccccc1	12	-8	8	-1	3	1	5	-6	25	15	4
Cc1ccc(NC(=O)CCNS(=O)(=O)c2ccc3[nH]c(=O)oc3c2)cc1	-6	-8	2	-2	5	-8	2	-4	-5	-14	19

Going on with the list.
SMILES	TROY signal inh	TRAIL sens C8	TWEAK-Fn14 inh	NR2E3 ag-1	TRPM1 prom inh	Shn3 inh set2	CF NFkB inh	NR2E3 ag-2	HIF-2a block	Peg3 prom inh	KKLEB tox
COc1cccc(-n2c(-c3cccc(S(=O)(=O)N(C)C)c3)n[nH]c2=S)c1	1	-6	4	3	-13	47	7	-5	13	3	5
CCOC(=O)c1cc2cc(-c3c(C(=O)OCC)oc4cc(O)cc(O)c4c3=O)ccc2o1	23	-2	26	2	6	2	7	-10	1	10	1
O=C(CNc1cc(S(=O)(=O)N2CCOCC2)ccc1N1CCCC1)NCc1ccco1	2	0	10	0	-2	-21	-5	-7	13	6	1
C[C@H]1CN([C@@H](C)CO)C(=O)c2cc(Br)cnc2O[C@@H]1CN(C)C(=O)c1ccncc1	-8	9	19	·	·	-2	2	9	4	-9	-4
O=C(CNC(=O)c1ccco1)OCc1c(F)cccc1Cl	-31	-14	8	-4	-17	8	7	-8	-6	3	4
Cc1cccc(N2CCN(C(=O)NCc3ccc(Cl)cc3)CC2)c1	10	12	38	-1	16	0	-12	-22	0	8	-9
COc1cc(C(=O)NCCc2ccc(F)cc2)ccc1OCC(=O)N1CCOCC1	-11	0	-3	1	-5	10	-8	-6	6	-8	10
COc1ccc(N2CCN(CCNC(=O)C3CCN(S(=O)(=O)c4cccs4)CC3)CC2)cc1	-5	3	-3	5	6	15	-10	-19	5	-2	-2
COc1c(Cl)cc(C(=O)NN)cc1Cl	38	-9	-18	-3	-12	-51	7	-6	16	-7	2
N#Cc1cccc2cccc(S(=O)(=O)N3CCOCC3)c12	21	-3	9	1	0	1	-6	2	16	13	4
COc1ccc(C2=Nn3c(nnc3-c3ccco3)SC2)cc1OC	1	7	-40	-2	-9	-3	-44	19	18	7	16
O=C(NC(=S)N1CCN(c2c(Cl)cccc2[N+](=O)[O-])CC1)c1cccs1	·	8	-8	3	8	5	8	54	8	12	-6
COc1ccc(C(O)c2nccn2C)cc1 (stereo not given)	-4	-7	1	-1	7	5	-5	19	4	16	3
c1ccc(CNc2ccc(CNc3ncn[nH]3)cc2)cc1	-1	-7	-4	-2	-19	-31	3	-7	-62	-33	1
CCCCc1nc2ccccc2c(C(=O)O)c1C	-22	-1	11	2	10	6	4	-25	17	6	1
CC(C)(C)NC(=O)c1ccc2c(c1)N(CC(=O)N1CCN(c3ccc(F)cc3)CC1)C(=O)C(C)(C)O2	5	4	-3	-1	12	-6	-3	-9	25	-78	-5
Cn1cc(CN2CCC(n3nccc3NC(=O)CCOc3ccccc3)CC2)cn1	-6	-4	-5	2	12	-23	6	15	6	5	4

Screens from PubChem BioAssay.

An excerpt. The share of hits here may be higher or lower than overall.
